Screening data as filed in PubChem BioAssay.
MCF10A rereplic – inducers of DNA re-replication in MCF 10A breast cells; AID 624296; actives 2.9% (n = 350,000); MCF 10A DNA re-replication, Hoechst nuclear intensity, 48 h; Potency, µM (highest dose often 46.1 µM), without a hit: at the highest dose activity, positive = re-replication, hits mostly activators; note: potency is the fitted concentration of half-maximal effect; % of control where 0% means no effect; nearly all actives have a fitted effect of over 50% in size
IL1B secr inh – blocks inflammasome-driven IL-1 beta release | THP-1 LPS/ATP IL-1B secretion, AlphaLISA, 16 h; stronger effect = lower value | activity change, % at 57.5 µM | actives 4.7% (n = 360,000) | AID 743279; in the data active = activity change below about -50%; inconclusive = mostly about -30% to -49%; note: % is set by controls: 0 for no effect and ±100 for the full control effect
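Secreted IL-1B measured by AlphaLISA bead assay after 16 h compound exposure of THP-1 cells; compounds (final up to 57.5 uM) added 1 h before LPS (250 ng/mL) and ATP (1.25 mM) stimulation; lower signal means less secretion.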
HepG2 tox – counter-screen for TGF-b inhibitors: cytotoxicity in HepG2 cells; Potency, µM (titrated, usually from 46.1 µM), for the others: at the highest dose activity change, negative = cytotoxicity, usual class: cytotoxic; actives 0.76% (n = 410,000); AID 588856; HepG2 CAGA-GFP viability, ATP luminescence, 18 h; note: potency is the fitted concentration of half-maximal effect; some results filed as inactive show a strong effect at the top dose
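HepG2 CAGA-GFP cells (1000/well, DMEM with 1% FBS) received compound, then TGF-beta at 500 pg/mL final, and were incubated 18 hours at 37 degrees C. Viability was read by CellTiter-Glo luminescence. Media-only wells were set as complete cell-killing and DMSO as no toxicity.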
KB-3-1 cytotox – kills parental KB-3-1 adenocarcinoma cells; KB-3-1 viability, CellTiter-Glo ATP luminescence, 72 h; Potency, µM (doses to about 46.1 µM), for the others: top-dose activity change, negative = cytotoxic, actives largely listed as cytotoxic; actives 1.4% (n = 400,000); note: potency is the fitted concentration of half-maximal effect; % is set by controls: 0 for no effect and ±100 for the full control effect; nearly all actives have a fitted effect of over 60% in size
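KB-3-1 cells, DMEM (no phenol red) + 10% FBS; compound by pin transfer, 72 h, 37 °C. Readout: CellTiter-Glo luminescence after 10 min. Data normalized, curve-fitted.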
SW480 rerep – DNA re-replication induction in SW480 cells. SW480 DNA re-replication, Hoechst DNA content imaging, 48 h. Potency, µM (titrated, usually from 46.1 µM), without a hit: top-dose re-replication activation, most hits filed as activators. actives 1.8% (n = 340,000). AID 624297; note: potency is the fitted concentration of half-maximal effect; % of control where 0% means no effect; nearly all actives have a fitted effect of over 55% in size
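Quantitative HTS format with DMSO vehicle controls; 48 hr drug incubation at 37 C, then 40 min Hoechst staining and scanning imager measurement at 405 nm excitation.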
HT1080 IDH1KD tx – toxicity to HT-1080 IDH1 knockdown cells (counter line). actives 2% (n = 360,000). Potency, µM (titrated, usually from 46.1 µM), for inactives: top-dose activity, negative = toxicity, actives largely listed as cytotoxic. HT-1080 IDH1 knockdown viability, ATP luminescence, 48 h. AID 686971;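 note: potency is the fitted concentration of half-maximal effect; 0% = DMSO wells and -100% = cell-free medium wells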
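Knockdown cells (IDH1KD HT-1080) received compounds 2 h after plating at 750 cells/well and were kept 48 h at 37 °C in 5% FBS RPMI. A CellTiter-Glo luminescence read gave % activity for curve fitting.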
HT1080-NT tox – kills 2HG-producing HT-1080-NT fibrosarcoma cells | HT-1080-NT fibrosarcoma viability, CellTiter-Glo ATP luminescence, 48 h | Potency, µM (highest dose often 46.1 µM), inactives show top-dose activity, negative = less viability, hits mostly cytotoxic | actives 1.6% (n = 360,000);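 note: NT is the 2HG producing partner of a matched IDH1 knockdown line; potency is the fitted concentration of half-maximal effect; 0% = DMSO-treated cells and -100% = media-only wells without cells; nearly all actives have a fitted effect of over 55% in size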
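Viability by CellTiter-Glo luminescence after 48 h compound exposure at 37C of HT-1080-NT cells (750/well, RPMI, 5% FBS). % activity scaled between DMSO wells and medium-only wells, then curve-fitted and categorized by curve class.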
S2 tox – reduces viability in counter-screen for ATXN expression inhibitors. S2 cells (HEK-293 line with an ATXN2-luciferase reporter) viability, CellTiter-Fluor protease fluorescence, 24 h. Potency, µM (doses to about 56.7 µM), actives largely listed as cytotoxic. actives 0.49% (n = 400,000); note: potency is the fitted concentration of half-maximal effect; nearly all actives have a fitted effect of over 40% in size
ATXN2 expr inh – reduces ATXN2 reporter expression in HEK-293 cells; HEK-293 ATXN2-luciferase reporter, luminescence, 24 h; actives 0.72% (n = 360,000); Potency, µM (titrated, usually from 57 µM), for inactives: top-dose activity change, negative = inhibition, hits mostly inhibitors; note: potency is the fitted concentration of half-maximal effect; % is set by controls: 0 for no effect and ±100 for the full control effect; nearly all actives have a fitted effect of over 55% in size
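qHTS (up to 57 uM final) was run with 24 h compound exposure of reporter cells at 37 °C. Each well was multiplexed: SteadyGlo luminescence measured ATXN2-luciferase expression after a fluorogenic Gly-Phe-AFC viability readout (25 uM final).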
An asterisk follows results filed as active; i = inactive; ? = inconclusive; / = not tested or not shown; & = joins results of further samples; [ ] = dose if it differs, or a comment. Unless noted, calls come from the whole dose curve; as a rule, active = well fitted curve in the direction sought with a large enough effect; inconclusive = small, poorly fitted or top-dose-only effect, or another doubt; inactive = no such curve, though single readings can be large; an effect the other way counts as inactive or inconclusive.

SMILES	MCF10A rereplic	IL1B secr inh	HepG2 tox	KB-3-1 cytotox	SW480 rerep	HT1080 IDH1KD tx	HT1080-NT tox	S2 tox	ATXN2 expr inh
CCCS(=O)(=O)Nc1c(C(=O)O)[nH]c2ccccc12	0%	9	13%	-13%	-8%	3%	4%	i	24%
Cc1cccc(CS(=O)(=O)c2ncc(Cl)c(C(=O)NCc3ccc4c(c3)OCO4)n2)c1	?	-96*	14µM*	0%	-23%	-17%	-13%	?	/
O=C(O)c1cccc(S(=O)(=O)N2Cc3ccccc3C2)c1	0%	24	1%	21%	-1%[9.22 µM]	4%	5%	i	1%
O=C(c1cccc(-n2cnnn2)c1)N1CCOCC1	0%	7	-10%	2%	6%	-4%	6%	i	3%
S=C(Nc1ccc(Br)cc1)N1CCN(C2CCCCC2)CC1	20%	-2	-3%	4%	-3%	3%	4%	i	-11%
Cc1[nH]n(-c2ccccc2)c(=O)c1/C=C1\C=NN=C1c1ccccc1	-9%	/	-38%	15%	6%	11%	-3%	i	0%
N#Cc1ccccc1CN1C(=O)S/C(=C/c2cccn2-c2cccc(C(=O)O)c2)C1=O	-9%	14	-27%	19%	1%	1%	0%	?	1%
O=C(N/C=C\n1cnc2cc(C(F)(F)F)ccc21)c1ccc([N+](=O)[O-])cc1	2%	?	18%	11%	0%	-10%	3%	i	-21%
COc1ccc(C(=O)N=c2sc3cc(Cl)ccc3n2C)cc1	/	/	-5%	-10%	/	/	/	i	4%
O=C(CN1C(=O)NC2(CCCC2)C1=O)OCCOc1ccc(Cl)cc1Cl	-3%	1	-1%	8%	-7%	-1%	3%	i	-1%
CC(OC(=O)c1ccc(Cl)c(S(=O)(=O)N2CCc3ccccc32)c1)C(=O)Nc1ncc(Cl)cc1Cl (configuration not stated)	?	27	-35%	-3%	1%	-14%	-7%	i	16%
COCC(=O)NC1CCN(S(=O)(=O)c2ccc(C(=O)O)cc2)CC1	-1%	4	5%	5%	-17%	13%	6%	i	3%
CCOc1ccc2nc(SC3CC(=O)N(c4ccc(OC)cc4)C3=O)sc2c1 (configuration not stated)	?	-4	-24%	4%	?	?	?	?	-33%
COc1c(C)cc(C(O)c2ncc(-c3ccccc3C(F)(F)F)[nH]2)cc1C (configuration not stated)	/	-12	-7%	-18%	/	-15%	-16%	i	-17%
COc1ccccc1C(=O)NC(=O)COC(=O)c1ncc(Cl)c(Cl)c1Cl	6%	10	3%	-14%	2%	0%	-2%	i	0%
COCCCNC(=O)c1cc2c(=O)n3cccc(C)c3nc2s1	0%	-14	1%&-2%	-11%&-2%	1%	-8%	-7%	i	8%&0%
Cc1ccc(NC2CCCCC2NS(=O)(=O)c2ccccc2)c(C)c1 (configuration not stated)	7%	19	-13%	-3%	26%	-9%	-16%	i	-26%
CCN1CCN(CC(=O)N2c3ccccc3CC2C)CC1 (configuration not stated)	-2%	0	9%	0%	2%	-25%	-14%	i	-16%
C[C@H](CO)N1C[C@H](C)[C@@H](CN(C)C(=O)c2cc(-c3ccccc3)on2)OCc2cn(nn2)CCCC1=O	/	6	2%	?	/	1%	1%	i	1%
CCOC(=O)CN1C(=O)N(CC)C(C)=C(C(=O)OC)[C@@H]1c1ccccc1	3%	20	-17%	3%	-9%	3%	2%	i	5%
COc1nc(-c2ccccc2)nc(C)c1CC(=O)O	3%	-13	-13%	-1%	1%	0%	17%	i	-17%
Cc1ccc(/C=N/n2nnnc2N)o1	-180%[0.0737 µM]	?	1%	3%	-1%	10%	6%	i	10%
CCc1nc2scc(-c3ccc(C)cc3)c2c(=O)n1N	24%	0	1%	3%	0%	-5%	-1%	i	-14%[11.3 µM]
Cc1cc(C)cc(C(=O)NCC(=O)OCC(=O)N2CCCC2)c1	/	-5	-5%	9%	/	-2%	8%	i	/
Nc1ccc2oc3ncccc3c(=O)c2c1	6%	-23	-13%	0%	-7%	3%	15%	i	4%
O=C(COc1ccc(F)cc1)OCc1cc(=O)n2nc(C3CC3)sc2n1	/	/	0%	6%	/	/	/	i	-11%
CCCCCc1cc(=O)[nH]c(=S)[nH]1	0%	21	-7%	2%	-3%	7%	2%	i	/
Cc1ccc(-c2nc(C3CCCN(S(=O)(=O)c4ccc(C)cc4)C3)no2)cc1 (configuration not stated)	11%	0	-22%	?	5%	0%	4%	i	-16%
C=CCN1C(=O)CSc2ccc(C(=O)NCc3ccc(F)cc3)cc21	0%	7	-1%	-5%	-32%[inhibitor]	-16%	0%	i	15%
CNC(=O)C(=O)NCC1CCCN1S(=O)(=O)c1cccs1 (configuration not stated)	7%	35	3%	16%	23µM*	11%	13%	i	21%
Cc1cc2c(c(SCC(=O)NCc3ccccc3Cl)n1)C(=O)OC2	?	28	-18%	2%	-12%[1.84 µM]	6%	10%	i	8%
Cc1ccc([C@H]2C[C@H](n3cc(-c4ccc(F)cc4)nn3)[C@@H](O)CN2CC2CCCCC2)cc1	/	-6	-27%	?	/	7%	9%	?	-22%
COc1ccc(C(CNS(=O)(=O)c2ccccc2)N2CCN(C)CC2)cc1 (configuration not stated)	2%	2	-3%	7%	-5%	4%	5%	i	3%
C=C(C(=O)Nc1ccccc1)c1ccc(C)cc1	-6%	-27	-20%	2%	2%	7%	16%	i	11%
COc1cc2c(cc1OC)CN(C(=O)Nc1ccccc1)CC2	2%	-25	2%&-15%	?	12%	0%	0%	i	30%
CCOC(=O)c1cc(CC)sc1NC(=O)c1ccc(N2C(=O)CCC2=O)cc1	-6%	-13	3.5µM*	10%	2%	5%	14%	i	-3%
COc1ccc(/C=N/Nc2nnc(C)n2N)cc1OC	?	28	-114%	5%	?	?	?	i	-8%
CC(=O)c1cccc(OCC(O)CNCC2COc3ccccc3O2)c1 (configuration not stated)	-27%	-21	-6%	1%	-10%	2%	0%	i	0%
CCC(C)(c1ccc(C(=O)OC)s1)c1ccc(C(=O)OC)s1	?	22	4%	0%	0%	1%	0%	i	-5%
CC(C)C[C@H](NC(=O)N1CC(=O)Nc2ccccc21)C(=O)N[C@H](Cc1c[nH]c2ccccc12)C(=O)O	?	0	-9%	-13%	-7%	0%	-2%	i	-5%

Structures listed above marked active in SW480 rerep.
SMILES	IL1B secr inh	SW480 rerep
CNC(=O)C(=O)NCC1CCCN1S(=O)(=O)c1cccs1 (configuration not stated)	35	23µM*

Going on with the list:
SMILES	MCF10A rereplic	IL1B secr inh	HepG2 tox	KB-3-1 cytotox	SW480 rerep	HT1080 IDH1KD tx	HT1080-NT tox	S2 tox	ATXN2 expr inh
CC(C)OCCCNC(=O)CN1C(=O)c2cccc3cccc1c23	1%	-3	6%	0%	0%	11%	1%	/	-8%
c1ccc(-c2cnn3c(-c4ccccc4)c(-c4ccccc4)nc3n2)cc1	19%	17	2%	9%	11%	17%	6%	/	12%
CN(C)/C=N/NC(=O)C1Cc2c(ccc3ccccc23)O1 (configuration not stated)	-3%	-24	-28%	11%	-8%	-2%	0%	i	/
CCCCC(=O)Nc1nnc(S(=O)(=O)N2CCCCCC2)s1	2%	-24	8%&3%	17%&-15%	31%	5%	4%	i	5%&5%
Cc1ccc(OCCCC(=O)Nc2sc3c(c2C(N)=O)CCC(C)C3)cc1 (configuration not stated)	/	/	-8%	17%	/	/	/	i	-11%
c1ccc2c(c1)CSc1sccc1C2=C1CCNCC1	24%	-58*	-53%	?	?	?	-21%	?	0%
COc1ccc(S(=O)(=O)N2CCCN(S(=O)(=O)c3ccc(OC)cc3C)CC2)c(C)c1	5%	-21	-20%	-24%	-4%	-12%[9.24 µM]	-23%	i	-2%
CCCc1ccc(OCC(O)CN2CCN(C(=O)OCC)CC2)cc1 (configuration not stated)	4%	0	-11%	9%	-4%	2%	-1%	i	16%
O=c1c2c(-c3ccc([N+](=O)[O-])cc3)csc2nc2n1CCC2	-1%	-17	0%	0%	-2%	-4%	-8%	i	-10%
Cc1cccc(NC(=O)C2CCC(CNS(=O)(=O)c3ccc(Br)s3)CC2)c1 (configuration not stated)	/	/	-55%	-27%	/	/	/	i	-1%
O=S(=O)(N/N=C/c1ccccc1F)c1ccccc1	5%	1	-9%	-1%	-8%	6%	11%	?	-37%
CCCNC(=O)c1cc(C2CCCCN2C(=O)c2ccc(OC)cc2)on1 (configuration not stated)	/	12	9%	-1%	/	?	27%	i	3%
COc1cc(CNCCO)ccc1OCC(=O)Nc1ccc(Br)cc1	0%	-3	-26%	?	-5%	-22%	?	i	13%
COc1ccccc1NS(=O)(=O)c1cc(NC(=O)c2ccncc2)ccc1N1CCCC1	?	-25	-1%	-6%	-1%	-10%	-12%	i	-3%
NC1=NC(c2cccc(O)c2)n2c(nc3ccccc32)N1 (configuration not stated)	8%	16	1%	0%	?	-4%[9.24 µM]	-19%	i	8%
O=C(NCCN1C(=O)C2C3C=CC(C3)C2C1=O)N1CCCCC1 (configuration not stated)	0%	14	3%	11%	-2%	5%	11%	i	4%
Cn1cnnc1SCC(=O)Nc1ccc(N2CCOCC2)cc1	16%	20	4%	3%	-4%	15%	20%	i	-6%
O=C(c1ccco1)N1CCN(C(=O)c2ccccc2[N+](=O)[O-])CC1	3%	-22	-2%	2%	-8%	1%	0%	i	4%

Looked up one by one from the entries so far:
SMILES	MCF10A rereplic	IL1B secr inh	HepG2 tox	KB-3-1 cytotox	SW480 rerep	HT1080 IDH1KD tx	HT1080-NT tox	S2 tox	ATXN2 expr inh
O=C(c1ccco1)N1CCN(C(=O)c2ccccc2[N+](=O)[O-])CC1	3%	-22	-2%	2%	-8%	1%	0%	i	4%
O=c1c2c(-c3ccc([N+](=O)[O-])cc3)csc2nc2n1CCC2	-1%	-17	0%	0%	-2%	-4%	-8%	i	-10%

No enrichment for hits; any-hit rate near 8.9%.
